GAA glycogen mod – GAA glycogen-cleavage inhibition or activation; P10253; recombinant GAA, glycogen substrate, Amplex Red glucose oxidase fluorescence; Potency, µM (series often up to 76.4 µM), inactives show at the top dose activity change, negative = inhibition, hits mostly inhibitors; actives 0.38% (n = 300,000); AID 2100;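 also: 0% = full enzyme reaction and -100% = no-enzyme basal signal; the screen sought inhibitors and activators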
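Recombinant human alpha-glucosidase (4 nM final) hydrolysed bovine liver glycogen (30 ug) for 40 min at 37 C in pH 5.0 citrate/phosphate with 0.01% Tween-20. Released glucose detected by glucose oxidase/Amplex Red, Ex 573/Em 610 nm. Compounds up to 77 uM; AC50 from Hill fits.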
SMN2 splice up – increases expression of the SMN2 splice variant; Potency, µM (highest dose often 46.1 µM), for the others: top-dose activity change, positive = activation, most hits filed as activators; HEK293 SMN2-luciferase splicing reporter, luminescence, 30-36 h; actives 2.8% (n = 210,000); also: % of control where 0% means no effect; nearly all actives have a fitted effect of over 55% in size
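HEK293 cells carry an SMN2 […]–luciferase reporter in which exon 7 inclusion puts luciferase in frame. Cells were plated 10-12 h before compound addition, then incubated 30-36 h at 37C. ONE-Glo luminescence was read; sodium butyrate at 4.5 mM final served as control.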
RGS12 GoLoco inh – RGS12 GoLoco-Gai1 interaction inhibition | P63096 | Gai1:RGS12 GoLoco peptide FP, rhodamine, 10 min | Potency, µM (series often up to 61.6 µM), for inactives: at the top dose activity, negative = inhibition, usual class: inhibitors | actives 0.44% (n = 230,000); active = well fitted inhibition curve with a large enough effect, not every such curve was filed as active; inactive = no such curve, though single readings can be large or run the other way; also: % is scaled to controls: 0 for no effect and ±100 for the full control effect; nearly all actives have a fitted effect of over 30% in size; many of its hits are not listed in these tables
Target sequence (P63096 whole entry, looked up): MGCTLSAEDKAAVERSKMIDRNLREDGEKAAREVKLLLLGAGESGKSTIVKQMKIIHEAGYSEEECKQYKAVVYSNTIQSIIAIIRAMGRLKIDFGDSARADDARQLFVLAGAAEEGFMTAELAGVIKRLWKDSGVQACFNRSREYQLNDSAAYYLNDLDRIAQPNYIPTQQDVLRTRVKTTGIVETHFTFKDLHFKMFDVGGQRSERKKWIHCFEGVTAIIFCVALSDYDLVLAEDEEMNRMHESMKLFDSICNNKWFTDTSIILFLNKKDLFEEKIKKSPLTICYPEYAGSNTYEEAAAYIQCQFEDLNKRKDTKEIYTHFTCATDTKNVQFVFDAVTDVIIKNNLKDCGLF
aGlu spleen mod – inhibits or activates alpha-glucosidase in human spleen homogenate; human spleen homogenate, 4-MU-alpha-glucoside fluorescence; Potency, µM (highest dose often 79.9 µM), inactives show top-dose activity change, negative = inhibition, actives largely listed as inhibitors; actives 0.006% (n = 240,000); AID 2112;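 also: 0% = enzyme with vehicle and -100% = no enzyme basal signal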
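AC50 values come from Hill-equation fits of concentration-response data, normalized to no-enzyme and full-activity controls. Enzyme source: 1 ug human spleen homogenate; 1 mM fluorogenic 4-MU glucoside, pH 5.0 citrate buffer, 37 C, 40 min.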
GLA spleen mod – inhibits or activates alpha-galactosidase in human spleen homogenate; human spleen homogenate, 4MU-alpha-Gal fluorescence, 40 min; actives 0.008% (n = 240,000); Potency, µM (doses to about 80 µM), without a hit: at the top dose activity change, negative = inhibition, usual class: inhibitors; P06280;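 also: 0% = enzyme with vehicle and -100% = no enzyme basal signal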
Target sequence (P06280 32-429 limits assumed): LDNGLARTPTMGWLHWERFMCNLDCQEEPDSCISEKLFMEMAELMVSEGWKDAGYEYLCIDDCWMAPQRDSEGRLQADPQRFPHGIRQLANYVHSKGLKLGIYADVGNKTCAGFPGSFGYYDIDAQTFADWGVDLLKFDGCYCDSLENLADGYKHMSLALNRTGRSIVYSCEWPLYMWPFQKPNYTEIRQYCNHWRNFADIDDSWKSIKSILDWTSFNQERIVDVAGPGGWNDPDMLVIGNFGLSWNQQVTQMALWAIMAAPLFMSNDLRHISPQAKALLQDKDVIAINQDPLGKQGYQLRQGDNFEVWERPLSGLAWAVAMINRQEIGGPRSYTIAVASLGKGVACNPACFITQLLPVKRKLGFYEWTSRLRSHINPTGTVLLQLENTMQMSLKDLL
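Spleen homogenate 1 ug + cpd (titration) + 4-MU-alpha-D-galactopyranoside 1 mM; 37C 40 min; 50 mM citrate/phosphate pH 5.0, 0.01% Tween-20; stop pH 10; fluorescence 365/440; AC50 via Hill.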
GAA inh – blocks human lysosomal alpha-glucosidase | P10253 | purified human GAA, 4-MU-alpha-glucoside fluorescence | Potency, µM (doses to about 76.9 µM), inactives show at the highest dose activity change, negative = inhibition, actives largely listed as inhibitors | actives 0.005% (n = 200,000) | AID 1466;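 also: plate controls were uninhibited enzyme wells for no effect and no-enzyme background for full effect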
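AC50 values come from Hill fits of compound titrations (up to 77 uM) against 4 nM human enzyme. Substrate 4-methylumbelliferyl-alpha-D-pyranoside at 400 uM, pH 5.0 citrate buffer, 20 min room temperature; fluorescence Ex 365/Em 440 after alkaline stop.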
ALDH1A1 inh – blocks purified human ALDH1A1 activity; P00352; Purified ALDH1A1, NADH fluorescence, propionaldehyde substrate; Potency, µM (highest dose often 75.3 µM), for the others: top-dose activity, negative = inhibition, actives largely listed as inhibitors; actives 7.3% (n = 220,000); active = well fitted inhibition curve with a large enough effect, not every such curve was filed as active; inconclusive = small, poorly fitted or top-dose-only effect, or another doubt; inactive = no such curve, though single readings can be large or run the other way;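 also: plate controls were no enzyme wells and a reference inhibitor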
KDM4E inh – blocks human JMJD2E demethylase activity. JMJD2E catalytic domain, FDH-coupled NADH fluorescence (FDH is formaldehyde dehydrogenase). Potency, µM (titrated, usually from 57.1 µM), inactives show top-dose activity change, negative = inhibition, hits mostly inhibitors. actives 1.6% (n = 230,000). AID 2147; active = well fitted inhibition curve with a large enough effect, not every such curve was filed as active; inconclusive = small, poorly fitted or top-dose-only effect, or another doubt; inactive = no such curve, though single readings can be large or run the other way;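 also: 0% = wells with enzyme and -100% = buffer wells without enzyme; nearly all actives have a fitted effect of over 50% in size; many of its hits are not listed in these tables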
Starred values were filed as active, the others as inactive; ? = inconclusive; . = no result given; & = joins results of further samples; [ ] = remark or other dose. Unless noted, calls follow the shape of the dose curve; as a rule, active = well fitted curve in the direction sought with a large enough effect; inconclusive = small, poorly fitted or top-dose-only effect, or another doubt; inactive = no such curve, though single readings can be large; an effect the other way counts as inactive or inconclusive. Potency is read from the fitted curve at half-maximal effect. An excerpt; count on the stated rates, not on these rows.

No.	SMILES	GAA glycogen mod	SMN2 splice up	RGS12 GoLoco inh	aGlu spleen mod
1	Cn1c(=O)c2c(SCc3cccnc3)nc(C3CC3)nc2n(C)c1=O	-16%	?	12%	-10%
2	CCOC(=O)C1CCCCN1Cc1ccc(OC)c(OC)c1OC (configuration not stated)	-1%	-7%	-7%	-7%
3	CCCCNS(=O)(=O)c1ccc(S(=O)(=O)N2CCC3(CC2)OCCO3)cc1	-7%	-23%	-37%	1%
4	Fc1cccc(CCN2C(=S)NC[C@@H]2Cc2ccccc2)c1	3%	.	-1%	0%
5	COc1cc(/C=C/C(=O)OCC(=O)N2CC3(C)CC2CC(C)(C)C3)ccc1O (configuration not stated)	-6%	0%	1%	-10%
6	Cn1cccc1Cc1nnc(SCC(=O)Nc2ccc(Cl)cc2)n1-c1ccc(F)cc1	-3%	-12%	9%	-10%
7	O=C(CN1CCc2ccccc2C1)Nc1cc(S(=O)(=O)N2CCOCC2)ccc1N1CCCC1	12%	-8%	9%	-7%
8	Cc1ccc(OCC(=O)NCc2ccco2)c([N+](=O)[O-])n1	-12%	6%	6%	3%
9	COC(=O)[C@@H]1CCCN1C(=O)[C@H]1C[C@@H]1[C@H](NC(=O)OCc1ccccc1)c1ccccc1	.	-3%	5%	-1%
10	C1CNCCN1	.	11%	7%	2%
11	O=C(COC(=O)/C=C/c1ccc2c(c1)OCO2)NC1CCS(=O)(=O)C1 (configuration not stated)	0%	.	-5%	1%
12	CCOC(=O)C1=C(C)NC(=O)NC1C1CC=CCC1 (configuration not stated)	4%	8%	1%	-2%
13	Cc1cccc(NCc2nc(-c3ccccc3)no2)c1	9%	-18%	0%	0%
14	CCOC(=O)C1=NOC2COC3(CCN(c4ncccn4)CC3)OCC12 (configuration not stated)	-5%	0%	1%	-5%
15	CCOC(=O)N1CCN(C(=O)CCCCCn2c(=S)[nH]c3cc4c(cc3c2=O)OCO4)CC1	-7%	-14%	0%	4%

No.	GLA spleen mod	GAA inh	ALDH1A1 inh	KDM4E inh
1	-6%	-3%	1%	4%
2	-1%	-4%	-4%	-23%
3	-9%	1%	?	8%
4	-3%	.	7%	8%
5	-2%	-3%	-6%	?
6	1%	-4%	?	-24%
7	-9%	1%	-8%	?
8	-4%	?	-2%	-4%
9	-1%	.	?	-2%
10	4%	.	0%	1%
11	3%	.	.	?
12	-17%	-1%	6%	-1%
13	0%	-13%	?	1%
14	4%	-3%	-9%	?
15	-2%	1%	3%	2%

Further entries follow:
No.	SMILES	GAA glycogen mod	SMN2 splice up	RGS12 GoLoco inh	aGlu spleen mod
16	O=C(COC(=O)c1ccccc1C(=O)c1ccc(Cl)cc1)NCC1CCCO1 (configuration not stated)	-16%	28%	6%	0%
17	COc1cc(N=CC2=C(O)c3ccccc3C2=O)cc(OC)c1	0%	?	4%	-4%
18	Cc1cccc(-c2nc(C#N)c(NCc3ccco3)o2)c1	?	.	6%	-5%
19	CCN(CCn1cccn1)Cc1nc(-c2ccccc2)no1	-6%	.	-5%	-14%
20	Cc1ccc(C)c(N2CCN(c3ccncc3N)CC2)c1	3%	.	3%	2%
21	Cn1c(=O)c(C(=O)COC(=O)c2cc(-c3ccccc3)nc3ccccc23)c(N)n(Cc2ccccc2)c1=O	-4%	-9%&-6%	20%&43%	2%&1%
22	O=C(CC1SCCNC1=O)Nc1ccc(Cl)cc1 (configuration not stated)	7%	?	10%	-1%
23	O=C1c2ccccc2C(=O)C1C1=Nc2ccccc2NC(c2ccccc2)C1 (configuration not stated)	1%	-11%	8%	0%
24	CCOc1ccc(C(=O)N(C)C2CCS(=O)(=O)C2)cc1 (configuration not stated)	-2%	18%	7%	-7%
25	COc1ccc(Cc2nnc(SCC(=O)NCCc3ccccc3)o2)cc1	-2%	-18%	-6%	-3%
26	Cc1nn(CC(=O)N2CCOCC2)c(=O)c2ccccc12	14%	.	.	2%
27	O=C(c1ccc(-n2cccn2)cc1)N1CCc2c([nH]c3ccccc23)C1c1ccccn1 (configuration not stated)	4%	.	11%	-2%
28	O=[N+]([O-])c1ccc(Cl)cc1Sc1ccccn1	4%	24%	-4%	-3%
29	c1ccc(COc2cccc(CNCc3cccs3)c2)cc1	1%	13%	5%	8%
30	CCN(CC)c1nc(=S)nc(NC(C)(C)C)[nH]1	-13%	-6%	-6%	2%

No.	GLA spleen mod	GAA inh	ALDH1A1 inh	KDM4E inh
16	3%	5%	2%	2%
17	2%	-1%	17%	3%
18	-4%	-13%	?	?
19	4%	-4%	-3%	4%
20	5%	.	.	4%
21	9%&4%	1%	-7%	?
22	-2%	?	10%	-6%
23	2%	-1%	?	5%
24	-2%	-9%	11%	4%
25	1%	-13%	?	-1%
26	0%	5%	-2%	4%
27	-5%	?	-11%	-16%
28	-3%	0%	2%	-1%
29	3%	-1%	-3%	-23%
30	-9%	10%	10%	6%

(continued)
No.	SMILES	GAA glycogen mod	SMN2 splice up	RGS12 GoLoco inh	aGlu spleen mod
31	CNS(=O)(=O)c1cccc(C(=O)OCC(=O)Nc2ccc(-c3nc4ccc(C)cc4s3)cc2)c1	-9%	1.1µM*	37%[activator]	-10%
32	CCOc1ccc2nc(N3CCC(C(=O)N4CCN(C(=O)c5ccco5)CC4)CC3)sc2c1	-3%	-46%[inhibitor]	-3%	0%
33	Cc1nn(C)c(C)c1S(=O)(=O)N(CC(=O)NCc1cccs1)c1ccc(C(C)C)cc1	-3%	4%	6%	-4%
34	COC(=O)c1c(C(=O)OC)c(C)n(Cc2ccco2)c1C	1%	.	11%	-7%
35	Cc1cc(C)cc(OCC(=O)OCC(=O)N2CC(=O)Nc3ccccc32)c1	-17%	0%	11%	7%
36	Cc1nc(SCC(=O)N(C)C2CCCCC2)[nH]c(=O)c1Cc1ccccc1	6%	-61%[inhibitor]	-1%	-3%
37	COc1ccc(-n2c(C)cc(-c3csc(N)n3)c2C)cc1	-20%	-6%	128%[activator]	-6%
38	CCc1cccc2c(C(=O)COC(=O)c3c(C)noc3C)c[nH]c12	8%	-20%	8%	3%
39	Cc1ccc(CNC(=O)CS(=O)(=O)CC(=O)O)cc1	8%	-29%	-5%	-2%
40	CCOC(=O)c1cc2c(=O)n3ccccc3nc2n(CCCOC)c1=NC(C)=O	-4%	3%	1%	?
41	CC1CCC(NC(=S)NCCN(C)C)CC1 (configuration not stated)	17%	20%	-5%	-6%
42	Fc1ccc(-n2c(Cn3nnc4ccccc43)n[nH]c2=S)cc1	-16%	9%	10%	-1%
43	CSc1ccc(CNCCCN(C)C)cc1	13%	-3%	10%	-8%
44	O=C1CC(c2ccc3c(c2)OCO3)c2cc3c(cc2N1)OCCO3 (configuration not stated)	-5%	-5%	2%	5%
45	CCCCn1c(N)c(-c2nc3ccccc3o2)c2c([N+](=O)[O-])nn(CC)c(=O)c21	9%	-8%	-1%	1%

No.	GLA spleen mod	GAA inh	ALDH1A1 inh	KDM4E inh
31	-8%	?	?	?
32	3%	6%	16µM*	5%
33	9%	-2%	-1%	4%
34	-5%	-11%	-2%	-5%
35	5%	4%	9%	-12%
36	2%	-5%	?	1%
37	-2%	-11%	25µM*	?
38	0%	7%	10%	-4%
39	-4%	-6%	4%	-6%
40	?	?	?	?
41	-3%	-5%	1.6µM*	-10%
42	3%	-5%	3%	?
43	-9%	-5%	6%	0%
44	-9%	-11%	?	0%
45	-1%	-1%	8%	0%

Going on with the list.
No.	SMILES	GAA glycogen mod	SMN2 splice up	RGS12 GoLoco inh	aGlu spleen mod
46	COc1ccc(S(=O)(=O)Nc2cc(C(C)C)c(O)cc2C)cc1	20µM*	7%	4%	-2%
47	Nc1nc(CCOc2ccc(F)cc2)cs1	5%	-21%	-9%	-3%
48	CSc1nnc(C(C)(C)C)c(=O)n1/N=C/c1c(O)ccc2ccccc12	6%	.	6%	-5%
49	COc1cc(OC)c(N(C)S(=O)(=O)c2cccc(C(=O)NC(C)C3CC4CCC3C4)c2)cc1Cl (configuration not stated)	-4%	.	5%	-21%
50	CC(C)C[C@H](N)C(=O)N[C@H](C(=O)N[C@H](C(=O)N[C@@H](Cc1ccc(O)cc1)C(=O)N1CCC[C@H]1C(=O)N[C@@H](Cc1c[nH]c2ccccc12)C(=O)N[C@H](C(=O)N[C@@H](CCC(N)=O)C(=O)N[C@@H](CCCN=C(N)N)C(=O)O)[C@@H](C)O)C(C)C)C(C)C	.	-8%	4%	-6%

No.	GLA spleen mod	GAA inh	ALDH1A1 inh	KDM4E inh
46	-1%	-9%	0.32µM*	-3%
47	-1%	0%	12%	-1%
48	6%	.	.	6%
49	-3%	.	.	4%
50	1%	.	18%	.

Copied from above, entries 7–10
No.	SMILES	GAA glycogen mod	SMN2 splice up	RGS12 GoLoco inh	aGlu spleen mod
7	O=C(CN1CCc2ccccc2C1)Nc1cc(S(=O)(=O)N2CCOCC2)ccc1N1CCCC1	12%	-8%	9%	-7%
8	Cc1ccc(OCC(=O)NCc2ccco2)c([N+](=O)[O-])n1	-12%	6%	6%	3%
9	COC(=O)[C@@H]1CCCN1C(=O)[C@H]1C[C@@H]1[C@H](NC(=O)OCc1ccccc1)c1ccccc1	.	-3%	5%	-1%
10	C1CNCCN1	.	11%	7%	2%

No.	GLA spleen mod	GAA inh	ALDH1A1 inh	KDM4E inh
7	-9%	1%	-8%	?
8	-4%	?	-2%	-4%
9	-1%	.	?	-2%
10	4%	.	0%	1%

Screening results (PubChem BioAssay)
